TNAP act mid DEA: activates human TNAP at intermediate phosphate acceptor concentration; P05186; purified TNAP, CDP-star luminescence, 100 mM DEA, 30 min; hits give high values; scale: 0 levamisole-inhibited, 1 vehicle-only enzyme; activation factor at 20 µM; 64,000 tested, under 10 active; AID 813;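 active means activation factor of at least 2 at 20 µM, relative to controls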
M1 ag: M1 muscarinic receptor agonism; CHO-M1 cells, Fluo-4 calcium fluorescence, agonist mode; hits give high values; B-score at 10 µM; hit rate 3% among 64,000; AID 626;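 active means fluorescence rise, raw or as B-score row- and column-corrected plate score, outside the 99.7% band of its plate's samples, either direction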
M1 antag: M1 muscarinic receptor (rat) antagonism. P08482. CHO-M1 cells, Fluo-4 calcium, ACh EC80 antagonist mode; hits give low values. B-score at 10 µM. hit rate 3.4% among 64,000;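 active means calcium fluorescence response, raw or row-and-column corrected B-score, differing from the plate sample mean either way at a set confidence level, mostly lower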
Target sequence (P08482 whole entry, looked up): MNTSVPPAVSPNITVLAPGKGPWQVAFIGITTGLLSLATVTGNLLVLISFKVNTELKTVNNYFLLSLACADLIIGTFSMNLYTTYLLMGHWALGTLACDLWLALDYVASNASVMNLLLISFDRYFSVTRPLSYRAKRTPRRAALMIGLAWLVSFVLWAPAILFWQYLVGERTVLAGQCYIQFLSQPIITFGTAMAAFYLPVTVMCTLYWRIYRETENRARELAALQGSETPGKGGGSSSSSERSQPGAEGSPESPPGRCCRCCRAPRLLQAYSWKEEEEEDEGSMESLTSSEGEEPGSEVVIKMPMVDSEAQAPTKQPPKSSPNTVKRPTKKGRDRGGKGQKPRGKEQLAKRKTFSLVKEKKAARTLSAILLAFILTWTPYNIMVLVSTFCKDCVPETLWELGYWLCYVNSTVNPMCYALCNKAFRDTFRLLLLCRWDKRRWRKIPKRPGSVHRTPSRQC
HEK293 NFkB inh: inhibitors of the PMA/ionomycin-induced NF-kB reporter in HEK293 cells; hit rate 0.21% among 62,000; HEK-293 NF-kB luciferase reporter, luminescence; inhibition, % at 3 µM;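 active means inhibition above the mean of all tested compounds plus 3 SD, cut at about 40% in these data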;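 further: 0% = stimulated DMSO wells and 100% = 10 µM reference inhibitor 5653914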
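Signal: luciferase luminescence; Material: HEK-293 cells with stable firefly luciferase reporter driven by four HIV NF-kB elements; Probe or stimulus: PMA with ionomycin; Replication: tested once; Times: 1 h compound pretreatment, then 16 h stimulation at 37 °C, 5% CO2; Benchmarks: DMSO and 10 µM reference inhibitor; Evaluation: per-plate % inhibition versus controls.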
D1 allo mod: allosteric modulators of human D1 dopamine receptor; P21728; HEK293 D1, CRE-luciferase, dopamine EC30 potentiation; actives deviate in either direction; B-score at 10 µM; hit rate 5.9% among 58,000; AID 641;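 active means luminescence count or its row- and column-corrected plate score outside the 99.7% band of the plate's sample wells, on either side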
S1P3 ag: agonists of human S1P3 receptor. S1P3 NFAT-BLA reporter cells, agonism, FRET ratio; relative to 1 µM S1P, basal subtracted. hit rate 0.1% among 60,000. activation, % at 4.5 µM;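 active means activation above the screen-wide mean plus 3 SD, cut at about 4.5% in these data, passing the limit was not always enough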; further: some compounds called inactive have numbers as strong as hits
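Measure – % activation relative to 1 µM S1P (100%), per plate · System – stable CHO line with human S1P3, Gα16, NFAT-BLA reporter · Timing – cells plated overnight, compound 4 h 37 °C, substrate 2 h RT · Technique – fluorescent BLA substrate, ex 405 nm, em 460/535 nm ratio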
Jurkat tox 60K: reduces viability or proliferation of Jurkat cells; Jurkat E6.1 viability, ATP luminescence, 48 h; inhibition, % at 4 µM; hit rate 1.2% among 56,000;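 active means inhibition above the mean inhibition of all tested compounds plus 3 SD, cut at about 28% in these data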
S1P1 ag-PAM: S1P1 (human) agonism or agonism potentiation; P21453; S1P1 CRE-bla cells, forskolin, beta-lactamase FRET, potentiator mode; S1P1 agonist co-added at EC20, 2 nM; 100% = saturating reference agonist, 0% = basal; activation, % at 9.5 µM; hit rate 0.57% among 56,000; AID 449;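 active means activation above a cutoff set at the mean activation of all tested compounds plus 3 SD, cut at about 54% in these data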;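 further: forskolin at 4 µM as EC80 and the EC20 agonist is SEW2871; 100% = SEW2871 at its EC100 plus forskolin at EC80; some compounds past the cut are filed as inactive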
Target sequence (P21453 whole entry, looked up): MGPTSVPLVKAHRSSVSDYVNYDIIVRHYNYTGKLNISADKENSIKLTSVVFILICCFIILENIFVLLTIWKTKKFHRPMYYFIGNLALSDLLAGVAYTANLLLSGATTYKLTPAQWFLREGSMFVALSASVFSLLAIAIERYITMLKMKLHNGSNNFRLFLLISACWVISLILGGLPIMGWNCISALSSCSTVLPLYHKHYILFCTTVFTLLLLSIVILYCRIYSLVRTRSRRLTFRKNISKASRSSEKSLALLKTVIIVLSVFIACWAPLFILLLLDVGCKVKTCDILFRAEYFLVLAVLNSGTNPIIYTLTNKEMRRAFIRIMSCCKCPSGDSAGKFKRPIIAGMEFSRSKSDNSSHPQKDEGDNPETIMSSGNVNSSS
Ec RNAP inh: blocks E. coli RNA polymerase transcription. fluorescence transcription assay. P0A8V2. hit rate 0.2% among 62,000. inhibition, %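 (tested at 10 µM)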; in the data active means inhibition above about 20%;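 further: 0% = enzyme without compound and 100% = no enzyme blank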
* marks the source's active call; other numbers are inactive results; x = no result given.

canonical_smiles,TNAP act mid DEA,M1 ag,M1 antag,HEK293 NFkB inh,D1 allo mod,S1P3 ag,Jurkat tox 60K,S1P1 ag-PAM,Ec RNAP inh
Cc1ccc(C)c2[nH]c(=O)c(C(c3nnnn3CCc3ccccc3)N3CCOCC3)cc12 (configuration not stated),0.9,-0.043,1.2,9,0.26,-1.1,6,8,3
O=C(c1ccco1)N1CCN(C(=O)c2cnn3c(C(F)(F)F)cc(-c4cccs4)nc23)CC1,0.9,1.9,-0.54,13,0.083,-1.4,3,x,-1
CCc1ccc(NC(=O)c2cccnc2)cc1,0.8,-0.63,-0.68,9,-0.075,-0.9,6,-12,5
COc1ccc(C(=O)n2nc(-c3ccco3)nc2SC)cc1OC,0.9,0,0,-4,0.43,-1.2,3,x,4
O=C(NCCN1CCN(c2ccccc2)CC1)C1CCN(S(=O)(=O)c2cccc3nonc23)CC1,0.9,-0.99,-0.55,17,-1.4,-1.5,4,1,4
COC(=O)c1ccccc1NC(=O)Cn1cc(Br)cn1,1,0.013,1.2,11,2.5,-0.5,6,-8,12
Cc1ccc(S(=O)(=O)N2CCCC(C(=O)NCc3cccnc3)C2)cc1Cl (configuration not stated),1,0.82,-0.034,10,0.1,-0.8,0,19,10
Cc1ccc2[nH]c3c(NCc4ccco4)ncnc3c2c1,0.9,8.5*,-1.5,6,-3.6*,-1.8,37*,65*,8
CC1Cc2ccccc2N1C(=O)COc1cccc(-n2cnnn2)c1 (configuration not stated),0.9,-1.3,-0.73,20,1.7,0.6,-3,-35,4
COC(=O)CSc1nnnn1-c1cccc2ccccc12,0.9,0,-0.14,7,-0.12,-0.5,5,-7,-1
CCc1ccccc1Nc1nc(N)nc(COC(=O)c2cccn2C)n1,1,1.3,-0.43,-17,0.87,0.2,30,4,6
O=C(NCc1ccccn1)NC12CC3CC(CC(C3)C1)C2,1,0.022,0.21,14,0.38,-1.9,-4,-6,8
CCN1CCN(c2nc(C)nc3c2sc(=S)n3C)CC1,0.9,-2.6*,-0.2,4,0.44,-0.2,0,-35,6
CC(C)COc1nc2ccccc2nc1C(C#N)C(=O)NC1CCCCC1 (configuration not stated),0.8,-0.26,0.12,x,-0.014,0.4,x,17,12
Cc1nnc2n(c1=O)C(CS(=O)(=O)c1ccccc1)CS2 (configuration not stated),0.9,-0.56,-0.54,6,-0.077,-0.4,-5,-3,9
O=C(Cn1cccc1)NCc1cccs1,0.9,-0.22,-0.075,6,0.83,0.1,-2,-13,5
COc1ccc2cc(C(c3nnnn3C3CCCC3)N3CCc4ccccc4C3)c(=O)[nH]c2c1 (configuration not stated),0.8,0.045,-0.31,0,x,-0.5,-1,-2,5
CC(C)C(=O)Nc1ccc(NC(=O)c2ccccn2)cn1,0.9,-0.54,0.097,-7,-4.9*,x,x,x,10
COc1ccc(N2C(=O)CCC(C(=O)N(C)C3CCCCC3)C2c2ccc(OC)c(OC)c2)cc1 (configuration not stated),1,0.58,-0.65,6,x,x,x,x,3
O=C(OCC(=O)c1c[nH]c2ccccc12)c1ccco1,0.9,-0.036,-0.042,19,-0.52,0.0,-10,-10,7
CCOC(=O)N1CCN(S(=O)(=O)/C=C/c2ccccc2)CC1,1,0.56,0.64,13,0.14,-1.2,1,-2,2
O=C1CC(N2CCN(C/C=C/c3ccccc3)CC2)C(=O)N1Cc1cccs1 (configuration not stated),1,0.97,-19*,-1,-0.59,-0.7,10,-10,1
COc1ccccc1C1/C(=C(/O)c2ccc(C)cc2)C(=O)C(=O)N1CC(C)O (configuration not stated),0.9,x,x,14,0.35,-0.7,2,-2,5
COc1ccc(NC(=O)c2cnc3sccn3c2=O)cc1,0.9,-0.73,0.019,-11,-1.7,-0.7,0,0,5
Cn1c(C(=O)N(Cc2ccccc2)Cc2ccccn2)cc2sccc21,1,-0.82,-2.3,18,-0.72,-0.1,4,-2,2
CN1C(=O)C(O)(CC(=O)c2cccc(-n3cccc3)c2)c2ccccc21 (configuration not stated),0.9,0.23,-0.38,12,0.37,-0.8,3,x,5
CC1Cn2c(nnc2-c2ccccc2O)S1 (configuration not stated),0.9,1.4,-2.2,3,-0.43,-0.3,6,-26,5
CCOC(=O)Cn1c(=N)n(Cc2ccccc2)c2ccccc21,0.8,0.41,-0.35,1,-1.1,1.0,-7,-21,3
CCSc1nnc(Cc2cc(=O)[nH]c(=O)[nH]2)n1-c1cccc(C)c1,0.9,-0.38,-0.28,3,0.027,0.2,-6,-4,7
Cn1nc(CC(=O)Nc2cccc3ncccc23)c2ccccc2c1=O,0.9,0.3,-0.32,23,-1.5,x,x,x,5
CCOC(=O)C1CCN(S(=O)(=O)c2nc3nc(C)cc(C)n3n2)CC1,1,-0.4,0.15,-3,0.12,-0.1,0,5,1
COc1ccc(S(=O)(=O)NCC(c2cccnc2)N2CCN(C)CC2)cc1C (configuration not stated),1,0.058,0.024,26,0.5,-1.3,8,-2,9
CCC1Oc2ccc(C)cc2N(CC(=O)NCCC2=CCCCC2)C1=O (configuration not stated),1,-0.88,0.17,24,-0.55,-1.3,1,-9,4
O=C(CCCCn1c(=O)c2ccccc2n(CC(=O)Nc2ccc(F)cc2)c1=O)NCc1ccco1,0.9,1.2,-0.047,4,1.3,-2.6,10,1,7
O=C(CSc1nc(-c2ccco2)cc(C(F)(F)F)n1)NCc1cccs1,x,0.079,0.35,2,0.039,-1.1,6,31,x
Cc1cc(=O)c2n(Cc3ccc(Cl)cc3)nc[n+]2[nH]1,0.9,-0.01,0.82,2,4.7*,-0.9,0,21,49*
CCOc1ccccc1-c1nc(C(N)=O)c2[nH]c(=O)n(-c3cccc(C)c3)c2n1,0.9,0.18,0.53,13,-0.91,0.1,0,-14,7
O=C(NCCN1CCOCC1)c1cc(-c2cccs2)on1,0.9,-0.87,0.43,-25,0.23,-1.1,10,-44,0
CCC(C)(C)n1nnnc1CN1CCSCC1,0.9,1.9,2.4,4,0.036,0.0,-2,-11,x
O=C(c1cccs1)c1ccc(-c2cccs2)s1,0.9,-0.16,-0.73,-42,-0.016,-0.6,2,0,4
CCC(C)NC(=O)C1(C)CCC(=O)N1CCc1ccc(OC)c(OC)c1 (configuration not stated),0.9,0.18,0.42,10,0.015,-0.9,1,-6,8
COc1ccc(N2CC(C(=O)Nc3ccccc3C(=O)NCc3ccco3)CC2=O)cc1 (configuration not stated),0.9,0.063,-0.03,4,0.057,x,x,x,2
CN1CCN(c2ccccc2NC(=O)C(Cc2ccccc2)n2cccc2)CC1 (configuration not stated),0.9,-0.73,-2.2,10,-0.55,-0.4,-3,-23,2
CCn1c2c(c3cc(Br)ccc31)CCC/C2=N\O,0.9,0,0.43,16,-0.42,-0.3,4,-30,9
CCN(C(=O)CN1CCN(c2ccccc2)CC1)c1c(N)n(Cc2ccccc2)c(=O)[nH]c1=O,1,-0.75,-0.016,-5,-1.1,0.2,-2,10,8
CCOC(=O)c1cc(C(C)=O)c(=O)n(C)c1N,1.1,-0.79,-0.86,6,2.5,0.8,-2,0,2
CS(=O)(=O)N(CC(=O)NC1CCCCC1)c1cccc(Cl)c1,0.9,0.14,-0.65,17,-0.85,0.0,-7,-1,4
Cc1cc(O)c2c(-c3ccccc3)cc(=O)oc2c1,0.9,-0.45,0.037,18,0.99,0.1,1,x,9
COc1cccc(-c2nnc(NC(=O)Cc3cccs3)s2)c1,0.9,-0.96,-0.12,18,-0.13,0.1,-2,-4,6
Cn1c(=O)c2c(nc(SCC(=O)Nc3ccccc3)n2C)n(C)c1=O,0.9,-0.59,-0.17,8,0.34,0.0,-6,-2,6

Reprinted from the listing (2 entries):
canonical_smiles,TNAP act mid DEA,M1 ag,M1 antag,HEK293 NFkB inh,D1 allo mod,S1P3 ag,Jurkat tox 60K,S1P1 ag-PAM,Ec RNAP inh
COc1cccc(-c2nnc(NC(=O)Cc3cccs3)s2)c1,0.9,-0.96,-0.12,18,-0.13,0.1,-2,-4,6
Cn1c(=O)c2c(nc(SCC(=O)Nc3ccccc3)n2C)n(C)c1=O,0.9,-0.59,-0.17,8,0.34,0.0,-6,-2,6

(continued)
canonical_smiles,TNAP act mid DEA,M1 ag,M1 antag,HEK293 NFkB inh,D1 allo mod,S1P3 ag,Jurkat tox 60K,S1P1 ag-PAM,Ec RNAP inh
CS(=O)(=O)N(CC(=O)N1CCN(c2cccc(Cl)c2)CC1)C1CCCCC1,0.8,-0.077,0.0083,32,0.072,-2.0,2,10,6
CN(C)S(=O)(=O)n1cnc(-c2ccccc2)c1-c1ccccc1,0.9,-0.099,0.18,19,3.7,-1.1,-6,-5,5
CS/C(=N\S(=O)(=O)c1cccs1)Nc1ccc(N2CCOCC2)cc1,0.9,-0.61,-0.0084,23,1.4,x,x,x,-1
CSc1ccc(S(=O)(=O)N2CCCC2)cc1,0.9,-1.3,-0.42,12,2.4,-0.7,9,4,6
CCOC(=O)c1[nH]c2ccccc2c1NC(=O)CC(C)(C)C,1,-0.11,0.068,24,0.58,-0.2,5,-2,4
Cc1cccc(-c2nc(CN3CCCC(C(=O)NC4CCC(C)CC4)C3)c(C)o2)c1 (configuration not stated),0.9,-0.92,0.32,-8,0.42,0.2,-5,-22,8
COc1ccc(-n2c(Cc3cccn3C)nnc2SCC(=O)Nc2nc(C)cs2)cc1,0.9,-0.056,-0.048,9,-0.048,-0.4,-4,1,0
CC(C)CC(NC(=O)C1CCC(C)CC1)C(=O)Nc1ccccn1 (configuration not stated),1,0.014,-3.4*,17,x,x,x,x,-2
CC(=O)Nc1cccc(NC(=O)C2CC3CCC2C3)c1 (configuration not stated),1,0.0074,-0.044,1,-0.17,-0.3,-2,-2,6
O=C(CSCCSCC(=O)c1ccco1)c1ccco1,0.9,-0.78,0.57,2,0.16,-0.8,4,1,7

Some values from above:
For HEK293 NFkB inh, CCOC(=O)C1CCN(S(=O)(=O)c2nc3nc(C)cc(C)n3n2)CC1 has the entry -3
For S1P1 ag-PAM, COC(=O)CSc1nnnn1-c1cccc2ccccc12 has the entry -7

More entries follow.
canonical_smiles,TNAP act mid DEA,M1 ag,M1 antag,HEK293 NFkB inh,D1 allo mod,S1P3 ag,Jurkat tox 60K,S1P1 ag-PAM,Ec RNAP inh
O=C(NCc1ccco1)c1cnc2n(c1=O)CCS2,0.9,0.92,1.5,1,-0.93,-0.9,-4,8,5
CCc1cccc(OCCCCNCCOC)c1,0.9,-0.23,-0.92,-6,-0.24,0.1,3,-26,0
CCOc1ccc(Cc2nc(C)c(CC(=O)N3CCOCC3)c(=O)[nH]2)cc1,0.9,-0.28,0.38,13,-0.46,-0.7,0,2,-2
COc1ccc(C2NC(=O)c3ccccc3O2)c(OC)c1OC (configuration not stated),0.9,-0.24,-0.021,1,0.82,0.0,-1,-16,11
Cc1cc(NC(=O)CSc2nnc(Cc3ccccc3)o2)no1,1,0.49,1.1,-2,0.98,-0.6,2,x,-6
Cc1ccccc1C(=O)Nc1ccc(Br)c(C)n1,0.9,0,-2,-8,1.9,-0.6,-2,1,2
O=C(O)CCC(=O)NC1CCCCCCC1,1,-0.015,0.043,8,0.051,-1.0,4,-23,2
COCCn1c(C)cc(C(=O)CSc2nnc(C)s2)c1C,0.9,0.27,-0.11,46*,-7.8*,0.0,-1,-9,11
O=C(O)c1cc2ccccc2n1-c1ccccc1,0.9,0.41,0.21,6,x,-0.7,-6,-19,-1
Nc1nnc(COc2cccc(C(F)(F)F)c2)s1,0.9,-0.2,0.53,26,x,-0.6,-3,-2,3

Screening results (PubChem)

Hits appear at their usual frequency. Share with any hit: about 12%.
